# Tau filament bind: qHTS Assay for Tau Filament Binding; Potency, µM (doses to about 57.1 µM), inactives show at the highest dose activity change, negative = inhibition; 71,000 compounds, 2% hits; Microtubule-associated protein tau (Homo sapiens), P10636; AID 596, 2007; recombinant tau filaments, thioflavin S fluorescence, 15 h; filaments grown with octadecylsulfate alongside compound;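 further: potency means the concentration at half of the fitted maximal effect; on the % scale 0 is the no-effect control and ±100 the full control effect; actives lower thioflavin S fluorescence by blocking filaments or displacing dye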
#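 ThS-based fibril read: tau 1 uM final, inducer ODS 30 uM final, 37 C for 15 h, ex 450/em 510 nm.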
# Fluorescein fluor: qHTS Assay for Spectroscopic Profiling in Fluorescein Spectral Region | Compound autofluorescence, 480/540 nm, fluorescein-equivalent; active compounds read high | max fluorescein-equivalent concentration, M | 59,000 compounds, 0.91% hits; in the data active means max fluorescein-equivalent concentration above about 10 nM; inconclusive means between about 1.1 nM and that limit
#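 Autofluorescence profiling; 100 mM Tris, pH 8.0; incubation 15 min at RT; ex/em 480/540 nm; result as fluorescein-equivalent concentration.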
# TexasRed autofl: qHTS Assay for Spectroscopic Profiling in Texas Red Spectral Region; Compound fluorescence, Texas Red channel, 547/618 nm; active compounds read high; max dye-equivalent concentration, M; 59,000 compounds, 0.06% hits; in the data active means max dye-equivalent concentration above about 10 nM; inconclusive means between about 1.1 nM and that limit
#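 Pin-transferred compounds and Texas Red standards go into 100 mM Tris buffer, pH 8.0. After 15 min at room temperature, plates are imaged with 547/618 nm filters. Each value is a dye-equivalent concentration derived from the per-plate dye curve.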
# ERK AVP block: qHTS Assay for Inhibitors of the ERK Signaling Pathway using a Homogeneous Screening Assay; HEK293-V1b, vasopressin-stimulated pERK AlphaScreen; Potency, µM (highest dose often 57.5 µM), for the others: at the highest dose activity, negative = inhibition, hits mostly inhibitors; 72,000 compounds, 0.99% hits; further: potency means the concentration at half of the fitted maximal effect; on the % scale 0 is the no-effect control and ±100 the full control effect; nearly all actives have a fitted effect of over 55% in size
#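 Overnight-seeded V1b-HEK293 cells in 1% FBS got compound, then vasopressin (25 nM final, 5 min, 37C), then lysis buffer. AlphaScreen detection of phospho-ERK; activity normalized to basal and full-stimulation controls.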
# FLuc inh: qHTS Assay for Inhibitors of Firefly Luciferase; Luciferin 4-monooxygenase (Photinus pyralis), P08659; purified firefly luciferase, luminescence, 8 min; Potency, µM (highest dose often 57.1 µM), inactives show at the top dose activity change, negative = inhibition, hits mostly inhibitors; 72,000 compounds, 2.2% hits; further: potency means the concentration at half of the fitted maximal effect; on the % scale 0 is the no-effect control and ±100 the full control effect; nearly all actives have a fitted effect of over 40% in size
#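 qHTS concentration-response profiling: light output of P. pyralis luciferase with luciferin and 10 uM ATP, imidazole buffer pH 7.2. Read by luminescence after 8-min room-temperature incubation.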
# Casp7 inh: qHTS Assay for Allosteric/Competitive Inhibitors of Caspase-7. P55210. recombinant caspase-7, Ac-DEVD-AFC fluorescence rate. Potency, µM (highest dose often 57.5 µM), for inactives: at the highest dose activity change, negative = inhibition, usual class: inhibitors. 75,000 compounds, 0.02% hits; active means well fitted inhibition curve with a large enough effect in the main read-out, with a control signal flat, not every such curve was filed as active; inconclusive means small, poorly fitted or top-dose-only effect, or a change in a side signal; further: potency means the concentration at half of the fitted maximal effect; % of control where 0% means no effect
# HADH2 inh: qHTS Assay for Inhibitors of HADH2 (Hydroxyacyl-Coenzyme A Dehydrogenase, Type II); 3-hydroxyacyl-CoA dehydrogenase type-2 (Homo sapiens), Q99714; 73,000 compounds, 3.4% hits; AID 886, 2007; Potency, µM (top dose mostly 57.1 µM), without a hit: at the top dose activity change, negative = inhibition, most hits filed as inhibitors; recombinant HADH2, NADH fluorescence, beta-hydroxybutyryl-CoA; further: potency means the concentration at half of the fitted maximal effect; on the % scale 0 is the no-effect control and ±100 the full control effect; nearly all actives have a fitted effect of over 60% in size; many of its hits are not listed in these tables
#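 His-tagged recombinant enzyme from E. coli, 20 nM, preincubated 15 min RT with compound; reaction started with 1 mM NAD+ and 90 uM beta-hydroxybutyryl-CoA in 100 mM Tris-HCl pH 9.0. NADH fluorescence (ex 360/em 450) read over 4 min; last-minus-first difference.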
# HEK293 cAMP ctrl: qHTS Assay for Agonists of the Thyroid Stimulating Hormone Receptor: Activators of Intracellular cAMP Concentrations in Parental HEK 293. 73,000 compounds, 2.5% hits. parental HEK293 CNG cAMP sensor, membrane potential fluorescence. Potency, µM (top dose mostly 57.1 µM), for inactives: top-dose activation, usual class: activators; further: potency means the concentration at half of the fitted maximal effect; % of control where 0% means no effect; nearly all actives have a fitted effect of over 55% in size
#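 Parental HEK 293 cells stably expressing a cAMP-gated CNG channel were loaded with membrane potential dye containing 100 uM RO 20-1724 for 60 min. Compound added for 30 min; depolarization read as fluorescence intensity at 590 nm.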
# Rhodamine autofl: qHTS Assay for Spectroscopic Profiling in Rhodamine Spectral Region; Rhodamine-region fluorescence, 547/598 nm, Tris buffer; active compounds read high; max dye-equivalent concentration, M; 59,000 compounds, 0.05% hits; AID 594, 2007; in the data active means max dye-equivalent concentration above about 11 nM; inconclusive means between about 1.1 nM and that limit
#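 Intensities are converted to rhodamine-equivalent concentration using a six-point rhodamine standard on each plate. Compounds sit 15 min at room temperature in 100 mM Tris buffer, pH 8.0; read uses the 547/598 nm excitation/emission pair.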
# USP2a inh: qHTS Assay for Inhibitors of Ubiquitin-specific Protease USP2a; USP2a enzymatic assay, qHTS inhibition; Potency, µM (titrated, usually from 38.3 µM), for the others: at the highest dose activity change, negative = inhibition, most hits filed as inhibitors; 60,000 compounds, 0.1% hits;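 further: potency means the concentration at half of the fitted maximal effect; nearly all actives have a fitted effect of over 60% in size; plate controls were DMSO for no effect and NEM full inhibition control for full effect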
#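 USP2 core (20 nM final) was preincubated with compound for 30 min at RT in 20 mM Tris-HCl pH 8.0, 2 mM CaCl2, 2 mM beta-mercaptoethanol; Ub-PLA2 (20 nM) plus NBD C6-HPC (20 uM) then added, fluorescence read after 2.5 h.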
# Caspase-1 inhib: qHTS Assay for Allosteric/Competitive Inhibitors of Caspase-1. P29466. Caspase-1 enzyme, Ac-WEHD-AFC fluorogenic rate. Potency, µM (titrated, usually from 57.5 µM), without a hit: at the highest dose activity change, negative = inhibition, actives largely listed as inhibitors. 75,000 compounds, 0.03% hits;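 further: potency means the concentration at half of the fitted maximal effect; plate controls were vehicle for no effect and no substrate for full effect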
# The depositor's hits bear a star; i = inactive; ? = inconclusive; · = no result given; [ ] = dose if it differs, or a comment. Unless noted, the call rests on the fitted dose curve; in most records, active means well fitted curve in the direction sought with a large enough effect; inconclusive means small, poorly fitted or top-dose-only effect, or another doubt; inactive means no such curve, though single readings can be large; an effect the other way counts as inactive or inconclusive. This is a subset. The share of hits here may be higher or lower than overall.
SMILES,Tau filament bind,Fluorescein fluor,TexasRed autofl,ERK AVP block,FLuc inh,Casp7 inh,HADH2 inh,HEK293 cAMP ctrl,Rhodamine autofl,USP2a inh,Caspase-1 inhib
O=C(C1=C(O)C(=O)N(CC2CCCO2)C1c1cccnc1)c1ccco1 (configuration not stated),-3%,i,i,4%,-2%,0%,-20%,5%,i,-21%,0%
COc1ccccc1CCn1c(=O)c(-c2ccccc2)nc2cncnc21,?,i,i,-25%,0%[11.4 µM],-10%,-4%,4µM*,i,24%,-7%
CC1(N2CCCCC2)CC2(O)C(=[N+]1[O-])CCC/C2=N\O (configuration not stated),-12%,i,i,20%,-3%,1%,-7%,0%,i,·,-1%
Cc1onc(-c2ccccc2)c1C(=O)Nc1ccc(OC(C)C)cc1,10%,·,·,0%,-4%,-3%,-4%,17%,·,·,-2%
Cc1ccc2cc(C#N)c(NCc3ccco3)nc2c1,-14%,i,i,19%,-1%,-22%,-1%,8%,i,2%,?
CC(C(=O)NCc1ccc2c(c1)OCO2)N(c1ccccc1)S(C)(=O)=O (configuration not stated),4%,i,i,-27%,4%,1%,-17%,5%,i,-2%,-3%
O=C(Nc1ccccc1C(=O)NCc1ccccc1)c1ccco1,-2%,i,i,-20%,3%,-4%,5%,22%,i,1%,-1%
O=C(N1CCCCC1)C1(c2ccccc2)CCOCC1,25%,i,i,17%,0%,-2%,-18%,16µM*,i,19%,-3%
O=C(Cn1c(=O)[nH]c2ccsc2c1=O)N1CCN(c2ccc(F)cc2)CC1,9%,i,i,0%,3%,0%,-2%,-1%,i,2%,-3%
Cc1nnc(SCC(=O)Nc2ccc(S(=O)(=O)N3CCCC3)cc2)n1N,1%,i,i,-1%,0%,1%,-1%,10%,i,-1%,-2%
COc1ccc(N(CC(=O)Nc2cccc(C(=O)O)c2)S(=O)(=O)c2c(C)noc2C)cc1,11%,i,i,10%,0%,1%,-3%,6%,i,12%,0%
CC1CCCC(NC(=O)CSc2ncccc2C(=O)O)C1C (configuration not stated),7%,i,i,?,3%,1%,4%,8%,i,2%,2%
O=C(Nc1cccc(-c2nc3cc(Cl)ccc3o2)c1)C1CCCO1 (configuration not stated),35%,?,i,20µM*,-11%,-3%,14%,11%,i,32%[activator],-2%
COC(=O)CN(c1cccc(C(C)=O)c1)S(C)(=O)=O,-8%,i,i,-4%,-2%,-1%,-9%,5%,i,-5%,-1%
CC1(C)Cc2noc(N)c2C(C)(C)N1O,-2%,i,i,-5%,2%,0%,3%,16%,i,-3%,-1%
COc1ccc(-c2cc3nc4n(c(=O)c3s2)CCC4)cc1,18%,i,?,-13%,2.5µM*,2%,-22%,0%,i,12%,1%
O=c1c2ccccc2c2ccccc2c(=O)n1-c1cc2c3ccccc3ccc2c2ccccc12,8%[11.4 µM],i,i,2%[11.5 µM],-8%[11.4 µM],-2%[11.5 µM],13%[11.4 µM],0%[11.4 µM],i,·,-3%[11.5 µM]
CC(C)CCn1c(=O)c2ccccc2n2c(COC(=O)c3ccc(S(=O)(=O)N(C)C)cc3)nnc12,0%,?,i,-1%,2%,0%,10%,7%,i,7%,4%
O=C(CCS(=O)(=O)c1cccs1)NC1CCCCCC1,4%,i,i,12%,-5%,0%,4%,7%,i,11%,0%
Clc1ccc(-c2nnc(NC3=NCCCCC3)o2)cc1,19%,?,i,13%,2.5µM*,0%,9%,-1%,i,6%,-3%
O=C(CCC(=O)c1cccs1)Nc1nnc(C2CC2)s1,-5%,?,i,7%,5%,-1%,-9%,-15%,i,14%,-1%
CN(C)c1nc2ccc(OCCN3CCCCC3)cc2s1,0%,·,·,-13%,-8%,-2%,-5%,?,·,-3%,-2%
NC(=O)c1csc(-c2ccc(CO)o2)n1,-4%[11.4 µM],?,i,-8%[11.5 µM],0%[11.4 µM],0%[11.5 µM],4%[11.4 µM],-8%[11.4 µM],i,·,0%[11.5 µM]
COC(=O)c1cccc(C(=O)Nc2ccc(C)cc2Br)n1,·,i,i,5%,?,-1%,2%,5%,i,-13%,-2%
CN1CCN(CCCNC(=O)Nc2cccc3ccccc23)CC1,5%,i,i,11%,1%,0%,43%[activator],7%,i,-2%,1%
CCOC(=O)c1[nH]c(C)c(C(=O)N2CCc3ccccc32)c1C,-1%,i,i,-3%,0%,1%,-7%,?,i,9%,0%
C(=N\c1nc2ccccc2n1CCN1CCCCC1)/c1cccs1,-10%,i,i,12%,1%,1%,7%,15%,i,0%,1%
O=c1cc(C(F)F)oc2c1ccc1ccccc12,-13%,·,·,-11%,-2%,0%,9%,19%,·,-4%,-2%
Cc1ccc(C)c(N2CCN(C(=O)c3cc4ccccn4n3)CC2)c1,96%,·,·,-28%,-1%,-3%,1%,10%[11.4 µM],·,·,-1%
CCc1[nH]nc2c1C(c1cccnc1)C(C#N)=C(N)O2 (configuration not stated),-4%,i,i,-7%,1%,-1%,-12%,5%,i,0%,-1%
CC(=O)c1c(N)n(C)c(=O)n(C)c1=O,-3%,i,i,-2%,0%,-3%,-1%,3%,i,5%,1%
COc1ccccc1OCc1nc(Cc2ccc(Cl)cc2)no1,-9%,i,i,15%,3%,-2%,2%,30%,i,4%,-3%
Cc1occc1-c1nnc(SCC(=O)N2CCOCC2)n1Cc1ccco1,3%,i,i,-11%,3%,-2%,5%,6%,i,2%,-3%
Cc1ccc(S(=O)(=O)Cc2ccc(C(=O)N3CCN(Cc4ccccc4)CC3)o2)cc1,?,·,·,-7%,3%,-9%,-7%,?,·,·,-1%
CCOc1ccc(NC(=O)CSc2n[nH]c(=O)n2-c2ccccc2)cc1,-1%,i,i,-14%,7%,0%,8%,3%,i,5%,2%
COc1ccc(NS(=O)(=O)c2cccc(C(=O)O)c2)cc1,-2%,i,i,6%,1%,1%,1%,2%,i,-5%,-1%
COc1ccc(NC(C)=O)cc1NC(=O)CN1CCN(CC(=O)Nc2ccc(Cl)cc2)CC1,5%,?,i,31%,-1%,0%,5%,-5%,i,36%[activator],-3%
CCOC(=O)c1cc(CC)sc1NC(=O)COC,4%,i,i,-11%,1%,-2%,13%,1%,i,14%,-2%
Cc1ccc(-n2c(SCC(=O)Nc3nccs3)nc3c(c2=O)SCC3)cc1,46%,i,i,-25%,2%,0%,-3%,?,i,-26%,-2%
CO[C@H]1COC(=O)CCC[C@@H](C)[C@H](OC)COC(=O)[C@@H](C)NC(=O)C/C=C\[C@@H]1C,·,·,·,9%[11.5 µM],1%[11.4 µM],1%[11.5 µM],7%[11.4 µM],5%[11.4 µM],·,·,-4%[11.5 µM]

# FLuc inh: what is marked active above
Molecule	Tau filament bind	Fluorescein fluor	TexasRed autofl	FLuc inh	Casp7 inh	HADH2 inh	Rhodamine autofl	USP2a inh	Caspase-1 inhib
COc1ccc(-c2cc3nc4n(c(=O)c3s2)CCC4)cc1	18%	i	?	2.5µM*	2%	-22%	i	12%	1%
Clc1ccc(-c2nnc(NC3=NCCCCC3)o2)cc1	19%	?	i	2.5µM*	0%	9%	i	6%	-3%

# The list goes on.
SMILES,Tau filament bind,Fluorescein fluor,TexasRed autofl,ERK AVP block,FLuc inh,Casp7 inh,HADH2 inh,HEK293 cAMP ctrl,Rhodamine autofl,USP2a inh,Caspase-1 inhib
CCC/C=C(\CCC)C(NS(=O)(=O)c1cccc2cccnc12)c1ccc(C(=O)OC)cc1 (configuration not stated),-3%,·,·,11%,·,-2%,-3%,36%,·,·,-1%
OC1(c2cccc(C(F)(F)F)c2)CCN(c2ccc(-c3ccccc3)nn2)CC1,2%,?,?,-6%,-6%,-4%,6%,20%,i,13%,1%
COC(=O)c1ccc2c(c1)nc(C)n2CCO,0%,i,?,3%,-2%,0%,9%,0%,i,-5%,0%
CCOC(=O)c1sc(=NC(=O)c2ccc(OC)c(OC)c2)n(C)c1C,7%,i,i,7%,-5%,1%,4%,11%,i,10%,-3%

# Just USP2a inh, for some of the entries so far:
Structure | USP2a inh
CN(C)c1nc2ccc(OCCN3CCCCC3)cc2s1 | -3%
CC(=O)c1c(N)n(C)c(=O)n(C)c1=O | 5%

# Compound activity from PubChem.
